Assay outcomes (PubChem BioAssay)
EPAC1 antag: antagonists of human EPAC1. actives 0.14% (n = 360,000). EPAC1 GEF assay, Rap1b-BODIPY-GDP exchange fluorescence. Potency, µM (doses to about 115 µM), inactives show at the top dose activity change, negative = inhibition, usual class: inhibitors;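 note: potency is the fitted concentration of half-maximal effect; plate controls were vehicle for no effect and positive control for full effect; nearly all actives have a fitted effect of over 50% in size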
WRN helicase inh: inhibitors of human WRN helicase; Potency, µM (series often up to 114 µM), inactives show top-dose activity change, negative = inhibition, hits mostly inhibitors; WRN helicase unwinding, fluorescent forked duplex, kinetic; actives 0.46% (n = 360,000); note: potency is the fitted concentration of half-maximal effect; % is set by controls: 0 for no effect and ±100 for the full control effect; nearly all actives have a fitted effect of over 55% in size
Target sequence (Q14191 whole entry, looked up): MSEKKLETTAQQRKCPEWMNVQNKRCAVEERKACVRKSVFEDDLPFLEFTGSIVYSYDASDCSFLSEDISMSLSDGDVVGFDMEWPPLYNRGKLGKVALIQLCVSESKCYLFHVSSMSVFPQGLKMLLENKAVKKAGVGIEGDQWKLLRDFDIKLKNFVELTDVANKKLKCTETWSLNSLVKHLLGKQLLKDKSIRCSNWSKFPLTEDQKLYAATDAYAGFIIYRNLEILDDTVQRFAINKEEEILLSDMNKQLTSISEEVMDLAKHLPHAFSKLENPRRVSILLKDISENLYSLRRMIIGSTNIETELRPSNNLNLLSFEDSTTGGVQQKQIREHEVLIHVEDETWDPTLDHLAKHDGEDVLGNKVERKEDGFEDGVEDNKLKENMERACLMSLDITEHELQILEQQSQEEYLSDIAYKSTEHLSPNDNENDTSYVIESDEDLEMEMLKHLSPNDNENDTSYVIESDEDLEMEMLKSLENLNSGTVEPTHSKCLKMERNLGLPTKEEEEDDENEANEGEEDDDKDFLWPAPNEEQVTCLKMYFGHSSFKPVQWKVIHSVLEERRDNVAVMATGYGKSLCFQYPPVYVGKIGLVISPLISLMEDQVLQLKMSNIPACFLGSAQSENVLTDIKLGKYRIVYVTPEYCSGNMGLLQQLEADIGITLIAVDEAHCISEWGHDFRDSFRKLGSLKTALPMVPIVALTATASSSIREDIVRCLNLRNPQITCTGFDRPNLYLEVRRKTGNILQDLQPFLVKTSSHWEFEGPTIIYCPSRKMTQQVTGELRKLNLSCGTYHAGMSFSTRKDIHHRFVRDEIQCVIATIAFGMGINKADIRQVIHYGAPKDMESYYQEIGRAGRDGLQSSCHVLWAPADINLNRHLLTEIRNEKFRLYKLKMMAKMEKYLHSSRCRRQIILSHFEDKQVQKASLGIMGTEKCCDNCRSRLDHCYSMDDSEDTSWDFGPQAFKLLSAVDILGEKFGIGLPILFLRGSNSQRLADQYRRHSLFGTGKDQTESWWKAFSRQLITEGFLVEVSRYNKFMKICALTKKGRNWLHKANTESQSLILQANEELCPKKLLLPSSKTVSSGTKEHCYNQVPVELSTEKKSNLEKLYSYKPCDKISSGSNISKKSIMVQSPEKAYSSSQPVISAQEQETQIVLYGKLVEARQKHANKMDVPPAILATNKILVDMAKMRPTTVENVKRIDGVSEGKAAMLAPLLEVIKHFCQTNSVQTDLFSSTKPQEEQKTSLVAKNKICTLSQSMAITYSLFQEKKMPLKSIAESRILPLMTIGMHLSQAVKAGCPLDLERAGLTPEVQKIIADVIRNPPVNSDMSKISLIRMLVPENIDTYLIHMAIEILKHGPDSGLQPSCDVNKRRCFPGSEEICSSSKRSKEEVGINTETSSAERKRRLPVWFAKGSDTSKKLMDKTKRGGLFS
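Kinetic red-fluorescence monitoring (525/598 nm) tracks WRN helicase activity after 100 nM fluorophore-quencher forked duplex and 2 mM ATP are added to 20 nM enzyme pretreated 15 min at room temperature with compound.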
PLK1 PBD block: blocks phosphopeptide binding to human PLK1 polo-box domain; P53350; Plk1 PBD binding of FITC phosphopeptide, fluorescence polarization; actives 2.8% (n = 360,000); Potency, µM, for inactives: max response, negative = inhibition, usual class: inhibitors; note: potency is the fitted concentration of half-maximal effect; series mostly up to about 57 µM; % is set by controls: 0 for no effect and ±100 for the full control effect; nearly all actives have a fitted effect of over 65% in size
EPAC1 ag: EPAC1 (human) agonism; O95398; EPAC1 agonist qHTS, biochemical assay; response scale: 100% = response to 6.5 mM cAMP; Potency, µM (titrated, usually from 154 µM), without a hit: at the top dose activation, actives largely listed as activators; actives 0.073% (n = 360,000); note: potency is the fitted concentration of half-maximal effect; nearly all actives have a fitted effect of over 60% in size
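Multi-concentration qHTS readout: loss of Rap1B-bound BODIPY-GDP fluorescence driven by 100 nM EPAC1 with excess GDP (50 uM), monitored kinetically at room temperature; agonist response expressed relative to 6.5 mM cAMP.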
EPAC2 antagonist: blocks human EPAC2 exchange factor. Q8WZA2. EPAC2 GEF exchange of Rap1B-BODIPY-GDP, fluorescence. Potency, µM (top dose mostly 114 µM), inactives show top-dose activity, negative = inhibition, actives largely listed as inhibitors. actives 0.18% (n = 360,000); note: potency is the fitted concentration of half-maximal effect; % is set by controls: 0 for no effect and ±100 for the full control effect; nearly all actives have a fitted effect of over 45% in size; many of its hits are not listed in these tables
MmCpn inh: M. maripaludis TRiC chaperonin inhibition; purified Mm-Cpn ATPase, ADP Transcreener TR-FRET; Potency, µM (doses to about 76.9 µM), inactives show at the top dose activity, negative = inhibition, usual class: inhibitors; actives 0.031% (n = 330,000); AID 504842; note: potency is the fitted concentration of half-maximal effect; % is set by controls: 0 for no effect and ±100 for the full control effect; nearly all actives have a fitted effect of over 80% in size
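Reaction buffer contained 30 mM Tris pH 7.4, 100 mM KCl, 5 mM MgCl2 and 1 mM DTT. Mm-CPN (25 nM final) hydrolysed 10 uM ATP over 30 min at 37°C; ADP was read by HTRF.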
CCT chaperon mod: cytosolic chaperonin activity modulation | purified chaperonin ATPase assay, HTRF ADP detection, 30 min | activity change, % (no concentration beside the values), hits read low | actives 0.3% (n = 360,000) | AID 651819; in the data active = activity change below about -30%; note: % is set by controls: 0 for no effect and ±100 for the full control effect
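TRiC at 40 or 20 nM final (batch-dependent) in 30 mM Tris pH 7.4, 100 mM KCl, 5 mM MgCl2, 1 mM DTT, with compound at single 76 uM and 10 uM ATP, 30 min at 37 deg C. ADP detected by HTRF Transcreener, 665/615 ratio.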
PI5P4K alpha inh: blocks human PI5P4K alpha kinase activity | actives 1.2% (n = 330,000) | AID 652105 | P48426 | max response, % | PI5P4Kalpha enzyme, ADP-Glo luminescence, 60 min; hits give low values; active = max response of -50% or lower; inconclusive = between -30% and -50%; inactive = -30% or higher; note: value at the top dose of about 77 µM; % is set by controls: 0 for no effect and ±100 for the full control effect
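PI5P4Kalpha ADP-Glo assay; 5 microM ATP final; 60 min RT reaction; HEPES pH 7.4/EGTA/CHAPS, 5% DMSO; controls lacking substrate or enzyme; luminescent end-point.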
Numbers without * were called inactive; ? = inconclusive; / = no result given; [ ] = dose if it differs, or a comment. Unless noted, calls come from the whole dose curve; as a rule, active = well fitted curve in the direction sought with a large enough effect; inconclusive = small, poorly fitted or top-dose-only effect, or another doubt; inactive = no such curve, though single readings can be large; an effect the other way counts as inactive or inconclusive. Only part of the results is shown; count on the stated rates, not on these rows.

SMILES	EPAC1 antag	WRN helicase inh	PLK1 PBD block	EPAC1 ag	EPAC2 antagonist	MmCpn inh	CCT chaperon mod	PI5P4K alpha inh
CC(C)NC(=O)N(C)C[C@H]1Oc2cc(C#Cc3ccc(F)cc3)ccc2S(=O)(=O)N([C@H](C)CO)C[C@H]1C	-15%	-4%	-23%	0%	-9%	/	-2.3	0
CCCCCCCCN1C(=O)[C@H](CC(=O)N2CCN(C(=O)c3ccco3)CC2)C[C@@]2(C(=O)OCC)CCCC=C12	-27%	-10%	2%	-28%	?	/	-0.3	-2
COc1ccccc1NC(=O)c1ccc2nsnc2c1	4%	-11%	4%	0%	-6%	2%	-1.8	6
COC1C(CO)OC(n2c3c(Cl)cccc3c3c4c(c5c6cccc(Cl)c6[nH]c5c32)C(=O)NC4=O)C(O)C1O (configuration not stated)	?	17%	30%	-8%	47%[activator]	/	-1.8	-20
O=C(c1ccccc1-c1nc2ccccc2[nH]1)N1CCCCC1	17%	-11%[57.1 µM]	-3%	-17%	7%	1%	-4.2	-3
COC(=O)COc1cc(OCC(=O)OC)c2c(C)c(Cl)c(=O)oc2c1	-3%	-2%	1%	3%	-2%	-2%	1.2	5
COc1ccc(N2CCN(CC(O)COc3ccccc3[N+](=O)[O-])CC2)cc1 (configuration not stated)	4%	-11%[57.1 µM]	4%	-2%	2%	1%	1.7	-1
CCC(=O)Nc1ccc(C(=O)NNC(=O)c2cccc(C)c2)cc1	16%	-2%	?	-1%	1%	1%	-1.8	7
C=CCN1C=C/C(=C\C=C(C#N)C#N)c2ccccc21	-30%	?	16%	-35%[inhibitor]	-17%	-13%	1.7	-30
COc1ccc(NC(=O)c2ccc(-c3ccc(-c4noc(C)n4)cc3C)cc2)cc1N1CCN(C)CC1	-13%	-11%	-9%	-8%	?	1%	-4.1	-11
CC(C(c1ccc2c(c1)OCO2)c1c(N)n(C)c(=O)n(C)c1=O)[N+](=O)[O-] (configuration not stated)	-6%	2%	-5%	11%	-4%	/	-2.9	1
COc1ccc(OC)c(CN2C(=O)CSCC2(C)C(=O)NC(C)C)c1 (configuration not stated)	17%	8%	-9%	-4%	2%	/	/	-8
C=CCn1c(CCNC(=O)C(C)(C)C)nc2ccccc21	15%	9%	-3%	0%	7%	0%	-0.7	-3
O=C1CSCC(=O)N1Cc1ccc(Cl)c(Cl)c1	-19%	11%	-14%	13%	-20%	-1%	-0.7	1
O=C1CSC(=S)N1/N=C/c1cccnc1	-9%	-27%	?	-1%	2%	2%	-0.5	?
CCn1nnc2cc(C(=O)Nc3ccc(C(=O)OC(C)C)cc3)ccc21	-5%	-8%	6%	1%	1%	?	-7.4	2
CC(=O)c1cccc(OCCN2C(=O)NC(C)(C)C2=O)c1	7%	6%	3%	5%	7%	0%	-0.6	/
C[C@H]1CN([C@@H](C)CO)S(=O)(=O)c2ccc(Br)cc2O[C@@H]1CN(C)S(=O)(=O)c1ccccc1F	1%	9%	-13%	-13%	18%	/	-15	-9
CCNC(=S)Nn1cnc2ccccc21	15%	-4%	?	9%	0%	0%	-0.6	-6
COc1ccc(-n2cc(CNC3CCC(O)CC3)c(-c3cccc(F)c3)n2)cc1 (configuration not stated)	9%	3%	6%	2%	1%	-2%	-2.2	1
O=C(Cn1cnc2ccccc2c1=O)Nc1nnc(SCc2ccc(Cl)cc2)s1	-7%	-3%	0%	2%	1%	1%	0.2	2
Cc1cc(C)cc(OCC(=O)NC2=NCCS2)c1	7%	5%	?	7%	8%	0%	-1.7	-4
CCS(=O)(=O)NCCc1ccc(OC)c(OC)c1	3%	3%	-1%	-7%	3%	0%	-2.0	0
CCn1nc(NC(=O)C(C)C)c2cc3ccc(C)cc3nc21	-13%	5%	-12%	-13%	-10%	1%	-1.7	3
Cc1cnc(C(=O)OCC(=O)NC(=O)NC(C)C)cn1	-4%	1%	-4%	4%	6%	2%	-2.1	2
CCOc1ccc(C2C(C(=O)O)CCC(=O)N2C2CCCCC2)cc1 (configuration not stated)	-12%	2%[57.1 µM]	-1%	-8%	5%	0%	-2.1	3
CCNc1nc(C)c2cc(Br)c(=O)n(CC)c2n1	7%	4%	-1%	-4%	2%[57.1 µM]	-5%	-2.6	0
COc1cc(-c2nc3c(c(C)nn3-c3ccccc3)c3cc(OC)c(OC)cc23)ccc1O	-10%	-12%	-3%	16%	2%	1%	-4.4	0
CCOC(=O)c1nnn(-c2nonc2N)c1CN1CCCCCC1	-23%	-5%	-6%	2%	2%	1%	-3.9	/
CCN1CCc2c(C#N)c(NCc3ccccc3)nc(NCCO)c2C1	3%	5%	-8%	-3%	1%	0%	0.8	3
Cc1cc(C)n2cc(CSc3nncn3C)nc2n1	-9%	10%[57.1 µM]	?	3%	-1%	0%	-1.6	-5
O=C1OCc2cc(-n3cccc3)ccc21	-9%	11%	-9%	-2%	-14%	-4%	-1.1	0
C#CCOCCOCCOCCNc1nc(N2CCN(C(=O)[C@H]([C@@H](C)CC)n3cc([C@@H](N)Cc4ccc(O)cc4)nn3)CC2)nc(N2CCN(C(=O)[C@H](Cc3ccc(O)cc3)n3cc([C@@H](N)CC(C)C)nn3)CC2)n1	-9%	-5%	5%	7%	-4%	/	-0.5	-8
CC(=O)Nc1cc(-c2ccc(N3CCN(C)CC3)cc2)cn2c(-c3ccc(F)c(Cl)c3)cnc12	-1%	?	-1%	2%	14%	/	-1.2	-11
Cc1nn(CC(=O)NCC(C)c2ccccc2)c(=O)c2cccn12 (configuration not stated)	4%	9%	0%	3%	-1%	2%	-0.1	2
CN1C(=O)C2(C(C#N)=C(N)N(c3cc(Cl)cc(Cl)c3)C3=C2C(=O)CC(C)(C)C3)c2ccccc21 (configuration not stated)	-10%	-6%	-5%	-7%	?	/	1.9	-2
Cc1cc(CNC(=O)CCc2nnc(CCCCc3ccccc3)o2)nn1C	23%	0%	-5%	0%	10%	-7%	1.0	-6
O=C(COC(=O)c1cccc(S(=O)(=O)N2CCc3ccccc32)c1)Nc1ccc(Cl)cn1	-23%	-7%	0%	8%	10%[57.1 µM]	-5%	-6.0	4
CCOc1ccc2nc(NC(=O)C3CSC4(C)CCC(=O)N34)sc2c1 (configuration not stated)	0%	9%	-7%	2%	4%	1%	-0.1	-2
CCc1ccc(OCC(=O)NNC(=O)C2CCN(c3ncnc4sc(C)c(C)c34)CC2)cc1	10%	-16%	-1%	-7%	-24%	-6%	-2.7	1
O=C(CC(=O)N/N=C\c1ccccc1[N+](=O)[O-])NCCc1ccccc1	6%	-4%	-3%	9%	2%	-1%	2.1	1
CC(=O)Nc1nc2cc([N+](=O)[O-])ccc2s1	22%	1%	-10%	6%	0%	-3%	-1.7	-1
N#C/C(=C\c1cccnc1)C(=O)Nc1ccc(Cl)cc1	5%	0%	-23%	1%	12%	3%	-0.1	2
CC(Sc1ccccn1)C(=O)NC1CCCC1 (configuration not stated)	-15%	-3%	-26%	6%	-2%	1%	0.3	-3
CCOC(=O)c1csc(NC(=O)C2CCCCC2)n1	-28%	-7%	-10%	-6%	-5%	-3%	-0.9	3

3 entries from above, sorted by SMILES length, rising.
SMILES	EPAC1 antag	WRN helicase inh	PLK1 PBD block	EPAC1 ag	EPAC2 antagonist	MmCpn inh	CCT chaperon mod	PI5P4K alpha inh
CCOC(=O)c1csc(NC(=O)C2CCCCC2)n1	-28%	-7%	-10%	-6%	-5%	-3%	-0.9	3
CCOc1ccc2nc(NC(=O)C3CSC4(C)CCC(=O)N34)sc2c1 (configuration not stated)	0%	9%	-7%	2%	4%	1%	-0.1	-2
O=C(CC(=O)N/N=C\c1ccccc1[N+](=O)[O-])NCCc1ccccc1	6%	-4%	-3%	9%	2%	-1%	2.1	1

Other structures follow:
SMILES	EPAC1 antag	WRN helicase inh	PLK1 PBD block	EPAC1 ag	EPAC2 antagonist	MmCpn inh	CCT chaperon mod	PI5P4K alpha inh
CC1(C)C2CCC1(CS(=O)(=O)Nc1ccc(S(=O)(=O)N3CCCC3)cc1)C(=O)C2 (configuration not stated)	-2%	-5%	-7%	5%	-3%	0%	0.0	-16
COc1ccc(CNC(=O)COC(=O)c2ccc(Br)o2)cc1	9%	10%	-7%	-1%	-2%	2%	0.0	-5
O=C(CCC(=O)c1ccccc1)NC1CCCN(Cc2ccccc2F)C1 (configuration not stated)	13%	4%	0%	-14%	21%	1%	4.7	2
O=C(CCCn1c(SCC(=O)NCC2CCCO2)nc2ccccc2c1=O)NCc1ccccc1 (configuration not stated)	0%	-1%	-1%	10%	-3%	0%	-1.1	0
COc1ccc(CC(=O)Nc2c3c(nn2-c2cccc(C)c2C)CS(=O)C3)cc1OC (configuration not stated)	0%	-9%	-3%	8%	3%	-1%	-7.1	1
CC1(C)CC(C(=O)Nc2ccccc2)C(=O)O1 (configuration not stated)	-7%	9%	-2%	-6%	-1%	/	-0.1	-2
C=CCn1c(SCC(=O)C(C)(C)C)nnc1-c1ccccn1	9%	5%	-4%	2%	1%	1%	-1.9	/
COc1ccc(NS(=O)(=O)c2ccc(S(=O)(=O)N(C)C)cc2)cc1S(N)(=O)=O	-2%	0%	1%	-2%	4%	2%	-3.1	0
Cc1ccc(S(=O)(=O)N[C@H](C(=O)N2CCC(C(=O)N[C@@H](CC(=O)O)C(=O)O)CC2)C(C)C)cc1	12%	0%	4%	-19%	0%	2%	-1.4	-2
CCOc1ccccc1CNS(=O)(=O)c1ccc2c(c1)oc(=O)n2C	-9%	0%	27µM*	3%	-5%	1%	-0.6	5
O=C(Nc1ccc(F)cc1)N1CCC(c2nc3c(nnn3Cc3cccc(Cl)c3)c(=O)[nH]2)CC1	-5%	-20%	-2%	1%	-10%	2%	-0.1	/
CC(=O)Nc1cccc(NC(=O)C2CCCN2C(=O)Nc2ccc(Cl)cc2)c1 (configuration not stated)	-5%	-16%	?	4%	-4%	0%	1.5	-6
CCOc1ccc(C2/C(=C(/O)c3ccc(OC)cc3)C(=O)C(=O)N2c2cc(C)on2)cc1OC (configuration not stated)	4%	7%	-5%	1%	-1%	-1%	-1.4	0
O=C(CSc1nnc(-c2cccnc2)o1)NNC(=O)c1ccc(Br)cc1	-16%	10%	-19%	1%	-1%	-2%	-4.0	4
O=C1CC=Nc2ccc([N+](=O)[O-])cc21	14%	-3%	6%	6%	-8%	/	0.0	0
CC(NC(=O)c1ccccc1C(=O)O)c1ccc(-n2ccnc2)cc1 (configuration not stated)	16%	12%	-3%	-5%	4%	-2%	-0.5	-12
O=C(O)c1ccc(CS(=O)(=O)c2cccc(C(F)(F)F)c2)o1	16%	5%	-7%	2%	7%	-2%	-0.3	/
O=C(OCC(=O)N1CCCCC1)c1cc2ccccc2cc1O	-3%	-4%	0%	-7%	1%	-3%	-0.7	2
